GoLoco inh red: inhibitors of human Gai1-RGS12 GoLoco interaction (red fluorophore). 230,000 tested, 0.44% active. AID 880. Gai1:RGS12 GoLoco peptide FP, rhodamine, 10 min. Potency, µM (titrated, usually from 61.6 µM), without a hit: at the highest dose activity, negative = inhibition, hits mostly inhibitors. P63096; active means well fitted inhibition curve with a large enough effect, not every such curve was filed as active; inactive means no such curve, though single readings can be large or run the other way; further: on the % scale 0 is the no-effect control and ±100 the full control effect; nearly all actives have a fitted effect of over 30% in size; many of its hits are not listed in these tables
Target sequence (P63096 whole entry, looked up): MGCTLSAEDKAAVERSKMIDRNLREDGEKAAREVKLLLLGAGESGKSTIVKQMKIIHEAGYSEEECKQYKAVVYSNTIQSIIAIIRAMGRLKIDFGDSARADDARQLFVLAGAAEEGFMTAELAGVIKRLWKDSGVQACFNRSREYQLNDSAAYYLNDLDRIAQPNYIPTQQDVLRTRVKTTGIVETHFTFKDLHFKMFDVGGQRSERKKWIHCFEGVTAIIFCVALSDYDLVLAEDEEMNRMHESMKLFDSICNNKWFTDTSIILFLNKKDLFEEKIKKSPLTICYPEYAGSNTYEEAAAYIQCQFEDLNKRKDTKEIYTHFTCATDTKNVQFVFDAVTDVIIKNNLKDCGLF
JMJD2E inh: blocks human JMJD2E demethylase activity; B2RXH2; JMJD2E catalytic domain, FDH-coupled NADH fluorescence (FDH is formaldehyde dehydrogenase); Potency, µM (highest dose often 57.1 µM), for the others: at the highest dose activity change, negative = inhibition, actives largely listed as inhibitors; 230,000 tested, 1.6% active; AID 2147; active means well fitted inhibition curve with a large enough effect, not every such curve was filed as active; inconclusive means small, poorly fitted or top-dose-only effect, or another doubt; inactive means no such curve, though single readings can be large or run the other way;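 further: 0% = wells with enzyme and -100% = buffer wells without enzyme; nearly all actives have a fitted effect of over 50% in size; many of its hits are not listed in these tables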
Target sequence (B2RXH2 1-337 limits assumed): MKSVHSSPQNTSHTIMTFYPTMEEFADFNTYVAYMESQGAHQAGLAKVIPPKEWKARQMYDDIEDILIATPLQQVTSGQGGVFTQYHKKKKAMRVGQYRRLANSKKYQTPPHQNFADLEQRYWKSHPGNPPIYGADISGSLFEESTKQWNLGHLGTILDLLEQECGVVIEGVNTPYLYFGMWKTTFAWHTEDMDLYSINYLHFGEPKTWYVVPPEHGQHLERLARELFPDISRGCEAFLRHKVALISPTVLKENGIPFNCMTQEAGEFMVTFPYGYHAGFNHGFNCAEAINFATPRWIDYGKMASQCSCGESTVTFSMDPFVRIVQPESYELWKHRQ
SMN2 splice enh: SMN2 splice variant enhancement. HEK293 SMN2-luciferase splicing reporter, luminescence, 30-36 h. Potency, µM (highest dose often 46.1 µM), without a hit: at the top dose activity change, positive = activation, usual class: activators. AID 1458. 210,000 tested, 2.8% active; further: % of control where 0% means no effect; nearly all actives have a fitted effect of over 55% in size
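qHTS luciferase splicing reporter: luminescence rises when SMN2 exon 7 is included in transfected HEK293 cells. Compound exposure lasted 30-36 h at 37C, with 4.5 mM final sodium butyrate as control, followed by a ONE-Glo read.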
IMPase Li inh: membrane-permeable IMPase blocker, potentiated with lithium | AID 1457 | 210,000 tested, 0.35% active | Potency, µM (highest dose often 59.4 µM), for inactives: top-dose activity, negative = IMPase inhibition, actives largely listed as inhibitors | CHO-M1 cells, IP1 TR-FRET (IP-One), carbachol + lithium;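 further: IP1 builds up when IMPase is blocked and the TR-FRET signal falls; plate controls were basal vehicle for no effect and high inhibitor control for full effect; nearly all actives have a fitted effect of over 50% in size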
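IP1 accumulation measured by competitive TR-FRET in lysed CHO-M1 cells after 30 min compound exposure at 37C, with a small lithium addition to potentiate weak responses. Hill-equation AC50 from ratio and donor-channel data.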
NPSR antagonist: antagonists of human neuropeptide S receptor cAMP signaling | Potency, µM (top dose mostly 38.3 µM), for inactives: at the top dose activity change, negative = inhibition, actives largely listed as inhibitors | CHO-NPSR cells, cAMP TR-FRET, antagonist mode | 220,000 tested, 1% active | Q6W5P4; further: on the % scale 0 is the no-effect control and ±100 the full control effect; nearly all actives have a fitted effect of over 50% in size; many of its hits are not listed in these tables
Target sequence (Q6W5P4 whole entry, looked up): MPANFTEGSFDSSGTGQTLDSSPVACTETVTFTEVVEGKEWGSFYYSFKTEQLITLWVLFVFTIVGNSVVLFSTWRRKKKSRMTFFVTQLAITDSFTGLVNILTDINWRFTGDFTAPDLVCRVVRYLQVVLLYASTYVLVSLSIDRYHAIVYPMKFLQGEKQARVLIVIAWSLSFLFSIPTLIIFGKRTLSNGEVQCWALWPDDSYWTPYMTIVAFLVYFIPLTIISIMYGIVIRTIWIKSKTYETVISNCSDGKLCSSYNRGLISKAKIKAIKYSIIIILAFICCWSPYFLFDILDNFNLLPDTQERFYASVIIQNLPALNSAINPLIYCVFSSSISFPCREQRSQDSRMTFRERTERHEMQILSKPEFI
RECQ1 helicase: inhibitors of human RECQ1 DNA helicase; RECQ1 DNA unwinding, red fluorescence kinetic read; 240,000 tested, 0.54% active; Potency, µM (series often up to 57.3 µM), for the others: at the top dose activity, negative = inhibition, actives largely listed as inhibitors; P46063;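 further: plate controls were vehicle for no effect and no enzyme for full effect; nearly all actives have a fitted effect of over 30% in size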
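RECQ1T1 50 nM; forked duplex (20 bp + 30-nt ss tails) 200 nM, ATP 2 mM final; pH 8.0, 2 mM MgCl2, 2.5 ug/ml poly(dI-dC); 15 min compound preincubation; discontinuous kinetic read over 2 h at RT.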
KinaseGlo FLuc: counter-screen: inhibitors of Kinase-Glo firefly luciferase; Kinase-Glo luciferase, ATP luminescence, 8 min; Potency, µM (series often up to 38.3 µM), without a hit: at the highest dose activity change, negative = inhibition, actives largely listed as inhibitors; 200,000 tested, 0.28% active; AID 1379; further: on the % scale 0 is the no-effect control and ±100 the full control effect; nearly all actives have a fitted effect of over 60% in size
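Compounds were added to a substrate mix at pH 7.2 (50 mM imidazole, 10 uM ATP, within the enzyme's linear range), followed by Kinase-Glo detection reagent; luminescence was measured after 8 minutes at ambient temperature.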
Epigenetic derep: derepresses silenced GFP reporter in murine cells; murine LDR cells, GFP reporter derepression, 30 h; Potency, µM (highest dose often 53.9 µM), inactives show at the top dose GFP activation, actives largely listed as activators; 280,000 tested, 0.2% active; AID 1865; further: % of control where 0% means no effect; nearly all actives have a fitted effect of over 60% in size
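Derepression of a silenced CMV-GFP reporter in murine LDR cells is scored by enumerating GFP-positive cells with a laser-scanning microplate cytometer after 30 hours of treatment at 37 C.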
The depositor's hits bear a star; i = inactive; ? = inconclusive; nt = not tested or not shown; & = joins results of further samples; [ ] = dose if it differs, or a comment. Unless noted, the call rests on the fitted dose curve; in most records, active means well fitted curve in the direction sought with a large enough effect; inconclusive means small, poorly fitted or top-dose-only effect, or another doubt; inactive means no such curve, though single readings can be large; an effect the other way counts as inactive or inconclusive. Potency means the concentration at half of the fitted maximal effect. The list is partial. The share of hits here may be higher or lower than overall.

SMILES | GoLoco inh red | JMJD2E inh | SMN2 splice enh | IMPase Li inh | NPSR antagonist | RECQ1 helicase | KinaseGlo FLuc | Epigenetic derep
CCC(C)NC(=O)Cn1c(=O)n(CCCCCC(=O)Nc2ccccc2)c(=O)c2sccc21 (stereo unspecified) | 12% | -20% | -1% | -4% | 16% | -3% | 0% | -1.8%&0.0%
COc1ccc(CC(=O)OCn2nnc3ccccc3c2=O)cc1OC | 5% | -2% | nt | nt | 6% | i | nt | 0.0%
CC(C)(CO)NC(=O)C(c1ccccc1)c1ccccc1 | -5% | -21% | 15% | 9%[38.3 µM] | 4%[46.1 µM] | -1% | -3% | -7.9%
CCC(C)(C)C1CCC(=NNS(=O)(=O)c2ccc(C)c([N+](=O)[O-])c2)CC1 (stereo unspecified) | 4% | 3% | 9% | -8% | 1% | -12% | -2% | -1.1%
c1ccc(Cn2ncc3c(N4CCCCC4)ncnc32)cc1 | -5% | -11% | -19% | -4%[38.3 µM] | -17%[46.1 µM] | i | 0% | -0.7%
CCN1CCCC1CNCC(=O)Nc1ccc(OC(F)(F)F)cc1 (stereo unspecified) | -3% | -20% | nt | nt | 4% | i | nt | 1.1%
Cc1ccc(/C=C(\NC(=O)c2ccccc2)C(=O)NC(Cc2ccccc2)C(=O)O)cc1 (stereo unspecified) | -2% | -3% | -17% | 0% | 18% | 8% | 2% | -1.1%
CC(=O)Nc1ccc(NC(=O)C(C)OC(=O)c2ccc(C)s2)cc1 (stereo unspecified) | 33%[activator] | -19% | -2% | 3% | -1% | i | 6% | -0.3%
N#C/C(=C\c1ccncc1)C(N)=O | 1% | ? | 11% | -2% | 12% | i | 4% | -2.3%
CCCCOc1ccc(Cl)cc1CSc1n[nH]c(C)n1 | 3% | 3% | -10% | 7%[38.3 µM] | ? | -5% | -1% | 1.0%
Cc1ccc(S(=O)(=O)N(C)C)cc1NC(=O)c1cccs1 | 2% | -2% | nt | nt | 4% | -8% | nt | 0.3%
OCCCNc1ncnc2c1[nH]c1ccccc12 | 2% | ? | nt | nt | 1% | -9% | nt | -1.1%
COc1ccc(OC)c(C2=Nn3c(nnc3C3CCCCC3)SC2)c1 | 6% | 6% | -43%[inhibitor] | -4%[38.3 µM] | -23%[46.1 µM] | -2% | -1% | -5.9%
CC(c1ccccc1)N(NC(=O)C(O)(c1ccccc1)c1ccccc1)C(=O)c1ccccc1 (stereo unspecified) | 2% | -1% | -14% | 8% | -17% | 1% | 11% | 0.1%
COc1ccc(C2N(c3ccc(OC)cc3)C(=O)C3CCCN32)cc1 (stereo unspecified) | -3% | 2% | 9% | 11%[38.3 µM] | -11%[46.1 µM] | -1% | 0% | -1.0%
O=C(CCl)NCc1c(Cl)cccc1-n1cccc1 | 7% | 5% | -36%[inhibitor] | -4%[38.3 µM] | -13%[46.1 µM] | i | -5% | -2.3%
O=C(/C=C/c1ccc(Cl)cc1Cl)NC(=S)Nc1ccccn1 | -3% | 2% | 4% | -3%[38.3 µM] | -4%[46.1 µM] | 0% | -3% | -0.2%
CCCn1nc2cc(C(=O)NC3CCCc4ccccc43)ccc2c1OCC (stereo unspecified) | 7% | ? | -13% | -17%[38.3 µM] | -11%[46.1 µM] | -5% | 0% | 1.1%
Cc1nn(CC(=O)OCC(=O)Nc2ccccc2[N+](=O)[O-])c(C)c1[N+](=O)[O-] | 9% | 0% | -14% | -3% | 11% | -6% | 3% | 0.0%
Cc1nn(-c2ccccc2)c2sc(-c3n[nH]c(=S)o3)cc12 | -7% | ? | 16% | ? | -16%[46.1 µM] | 2% | 2% | -2.2%
CCCn1c(C)nc2c(NCCN3CCCC3)nc(C)nc21 | 3% | -2% | -4% | -1% | nt | -6% | -3% | 2.2%
Cc1nc(SCC(=O)NCCc2ccc(Cl)cc2)nc(C)c1C | 5% | 9% | -2% | -6%[38.3 µM] | -10%[46.1 µM] | -11% | 7% | 0.0%
CN(C)c1cccc(C(=O)Nc2cc(C(F)(F)F)ccc2-n2cnc3ccccc32)c1 | -5% | -12% | -5% | -1% | 0% | -4% | -1% | 0.0%
Cc1cc(S(=O)(=O)n2cnc3cc([N+](=O)[O-])ccc32)ccc1Cl | -13% | -4% | 15% | 2% | 16% | -11% | 0% | 1.1%
COc1ccccc1-n1cnc2c(c1=O)c1nc3ccccc3nc1n2CCc1ccccc1 | 15% | ? | -63% | -6% | -59% | 6% | 2% | 0.1%

Record cards, as listed above. Order of screens: GoLoco inh red, JMJD2E inh, SMN2 splice enh, IMPase Li inh, NPSR antagonist, RECQ1 helicase, KinaseGlo FLuc, Epigenetic derep
CCC(C)NC(=O)Cn1c(=O)n(CCCCCC(=O)Nc2ccccc2)c(=O)c2sccc21 (stereo unspecified) in the list: 12%, -20%, -1%, -4%, 16%, -3%, 0%, -1.8%&0.0%
COc1ccc(OC)c(C2=Nn3c(nnc3C3CCCCC3)SC2)c1 in the list: 6%, 6%, -43%[inhibitor], -4%[38.3 µM], -23%[46.1 µM], -2%, -1%, -5.9%

Remaining list, next part.
SMILES | GoLoco inh red | JMJD2E inh | SMN2 splice enh | IMPase Li inh | NPSR antagonist | RECQ1 helicase | KinaseGlo FLuc | Epigenetic derep
COc1cc2c(cc1NC(=O)C(C)Sc1ccc(NC(C)=O)cc1)oc1ccccc12 (stereo unspecified) | 15% | 5% | -25% | 19% | -57% | -11% | 1% | 0.0%
Cc1cc(NC(=O)CCC(=O)N(CC(=O)NCC2CCCO2)c2ccc3c(c2)OCCO3)no1 (stereo unspecified) | 0% | 4% | -18% | -12% | -2%[46.1 µM] | -1% | 2% | -2.0%
CCOC(=O)c1c(NC(=O)CN2CCCCC2)sc(C)c1C | -3% | 8% | -16% | 7% | -40% | -15% | -1% | -1.1%
CCOC(=O)N1CCN(S(=O)(=O)c2cccc3ccc(C)nc23)CC1 | 5% | 0% | 4% | 13%[38.3 µM] | 2%[46.1 µM] | -2% | 0% | -1.0%
COc1cccc(-c2cc(C(=O)Nc3cc(OC)c(OC)c(OC)c3)no2)c1 | 5% | -3% | 9% | 16%[38.3 µM] | -12%[46.1 µM] | -3% | 1% | 2.2%
N=C1C(c2nc(-c3cccc([N+](=O)[O-])c3)cs2)=C(O)CN1NC(=O)c1ccco1 | 11% | 6% | 8% | 4% | 7% | i | 3% | 1.1%
CCOC(=O)n1c(=O)n(C)c2ccc(Cl)cc21 | -14% | 4% | 14% | 2% | 7% | -20% | 3% | -1.5%
CN(C)c1c(F)cc(-c2nn[nH]n2)cc1F | 8% | -1% | nt | nt | 22% | i | nt | 3.0%
CC1CCc2sc(NC(=O)C3CC(Cl)=CCC3C(=O)O)c(C#N)c2C1 (stereo unspecified) | 9% | 4% | -7% | -4% | -35% | -5% | 0% | -4.2%
Clc1ccc(C(c2ccccc2)N2CCNCC2)cc1 (stereo unspecified) | 17% | 0% | -13% | 17%[38.3 µM] | -9%[46.1 µM] | i | 2% | 3.0%
O=C1CN(c2nc(-c3ccccc3)c3cc(Br)ccc3n2)c2ccccc2N1 | 3% | 5% | 4% | 13µM* | 6.3µM* | -8% | -4% | 2.6%
O=c1cccc2n1Cc1cc3ccccc3nc1-2 | -6% | ? | 13µM* | -10% | -6% | -4% | -11% | -1.7%
O=C(Cc1cccc(C(F)(F)F)c1)NCC(c1ccco1)N1CCCCC1 (stereo unspecified) | 26% | -6% | 5% | 3% | -7% | -17% | 0% | -4.8%
O=[N+]([O-])/C(C(=C(Cl)Cl)N1CCOCC1)=C1\NCCO1 | 13% | 2% | nt | -4% | -3% | -6% | -2% | 0.1%
COC(=O)c1ccc(OCCn2cnc3ccccc3c2=O)cc1 | -2% | 0% | 3% | 1%[38.3 µM] | -3%[46.1 µM] | 0% | 0% | 1.3%
Cc1cc(C)n(CC(O)COc2ccc3ccccc3c2)n1 (stereo unspecified) | -2% | -5% | nt | 8% | 7% | 12% | -2% | -1.6%
CCO[C@H]1OC(C(=O)NCc2ccccc2)=C[C@@H](c2ccc3c(c2)OCO3)[C@@H]1CCCO | 2% | 8% | nt | 3% | -56% | i | nt | 3.1%
CC(=O)Nc1ccc(NC(=O)CCn2nnc3ccccc32)cc1 | 10% | 6% | nt | 0% | 35% | i | 1% | 2.2%
COc1ccc(NC(=O)CN2C(=O)C(c3ccccc3)=NC23CCCCCC3)cc1 | 4% | 0% | 1% | -4% | -26% | -3% | 4% | -1.0%
CC/C=C\C/C=C\C/C=C\C/C=C\C/C=C\C/C=C\CCC(N)=O | 1% | -4% | 2% | 17% | nt | -3% | -1% | -0.3%
O=C(c1ccc(-c2cc(Cl)ccc2Cl)o1)N1CCOCC1 | 12% | -2% | 12% | 8% | -9% | 2% | -9% | -0.3%
COC(=O)c1c(NC(=O)c2cnccn2)sc2c1CCC2 | 9% | 3% | ? | 27%[38.3 µM] | -1%[46.1 µM] | -2% | -6% | 2.9%
N#CC1=C(N)Oc2cc(N)ccc2C1c1cccnc1 (stereo unspecified) | -4% | 3% | 0% | 0% | 10% | -2% | -2% | 2.2%
O=C1CC(N2C(=O)/C(=C/C=C/c3ccccc3)SC2=S)C(=O)N1c1ccccc1 (stereo unspecified) | 72%[activator] | -3% | 4% | -2% | -8% | -28% | -2% | 0.0%
CCOc1cc(CNC2CCCC2)cc(Cl)c1OCc1ccccc1 | 6% | ? | -11% | 3%[38.3 µM] | 3%[46.1 µM] | -13% | -4% | 1.9%
COC(=O)c1ccc(CSc2nc3c(c(=O)n2-c2ccccc2)SCC3)o1 | -17% | -2% | -9% | 11% | -34% | -4% | 0% | -2.0%
COc1ccc(NCC(=O)N/N=C/c2c(C)nn(Cc3ccccc3)c2Cl)cc1 | 12% | ? | -4% | 7% | 0% | -14% | 0% | -3.0%
O=C(c1cc(Br)ccc1Cl)N1CCCC1 | 5% | -2% | -6% | 4% | 7% | i | 0% | -1.2%
Cc1cc(Oc2ccc(Br)cc2)nc(SCC(=O)c2ccccc2)n1 | 7% | 4% | -14% | 7% | -24% | -3% | 0% | 0.0%
C=CCn1c(COc2ccc(CC)cc2)nnc1SCC(=O)NC1CCS(=O)(=O)C1 (stereo unspecified) | 7% | 4% | 0% | 20%[38.3 µM] | -4%[46.1 µM] | i | 19% | 1.4%

Screening results deposited in PubChem by National Center for Advancing Translational Sciences (NCATS).
